# Luciferase inh: inhibitors of firefly (Photinus pyralis) luciferase; AID 1347043; hit rate 2.5% among 76,000; Potency, µM (series often up to 115 µM), without a hit: at the highest dose activity change, negative = inhibition, usual class: inhibitors; purified P. pyralis luciferase, luminescence, biochemical; also: potency is read from the fitted curve at half-maximal effect; nearly all actives have a fitted effect of over 65% in size
# Target sequence (P08659 whole entry, looked up): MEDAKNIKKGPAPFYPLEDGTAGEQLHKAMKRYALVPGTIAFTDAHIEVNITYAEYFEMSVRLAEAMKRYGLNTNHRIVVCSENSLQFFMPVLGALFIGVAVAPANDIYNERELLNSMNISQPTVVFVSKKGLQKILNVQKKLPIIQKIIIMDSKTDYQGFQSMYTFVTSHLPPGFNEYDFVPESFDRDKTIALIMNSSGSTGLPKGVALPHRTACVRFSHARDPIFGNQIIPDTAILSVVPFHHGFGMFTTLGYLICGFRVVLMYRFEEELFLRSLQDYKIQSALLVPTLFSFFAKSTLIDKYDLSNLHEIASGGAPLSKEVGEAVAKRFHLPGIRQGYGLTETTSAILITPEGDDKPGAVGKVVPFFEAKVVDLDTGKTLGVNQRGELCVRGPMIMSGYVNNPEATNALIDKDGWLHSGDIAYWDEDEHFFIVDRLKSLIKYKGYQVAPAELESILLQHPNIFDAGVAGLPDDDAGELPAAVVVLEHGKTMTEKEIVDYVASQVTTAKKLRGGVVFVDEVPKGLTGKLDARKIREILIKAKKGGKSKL
#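 Purified 10nM P. pyralis luciferase with 10uM D-luciferin and 10uM ATP in 50mM Tris acetate pH 7.5, 10mM Mg acetate, 0.01% Tween-20, 0.05% BSA. qHTS titration; luminescence read by CCD imager.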
# SNCA expr inhib: SNCA gene expression inhibition; HEK-293 SNCA-luciferase knock-in, luminescence, 24 h; Potency, µM (doses to about 57.2 µM), inactives show at the highest dose activity change, negative = inhibition, hits mostly inhibitors; hit rate 0.17% among 140,000;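 also: potency is read from the fitted curve at half-maximal effect; plate controls were DMSO cells for no effect and cell-free wells for full effect; nearly all actives have a fitted effect of over 45% in size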
# IP6K1 inhibitor: IP6K1 kinase inhibition | Q92551 | IP6K1 kinase, ADP-Glo luminescence, 2 h; active compounds read low | activity change, % (series mostly up to about 58 µM) | hit rate 0.81% among 140,000; in the data active = activity change below about -25%
#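 ADP-Glo luminescence measures ADP made by human IP6K1 during a 2 h RT reaction with ATP/IP6 (mix at 1.3 mM/130 uM); top library doses 57.5 and 19.1 uM final.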
# 3T3 cytotox: cytotoxic compounds in NIH 3T3 cells; hit rate 4.3% among 94,000; AID 1345082; NIH 3T3 viability, CellTiter-Glo ATP luminescence, 48-72 h; Potency, µM (series often up to 96.7 µM), for inactives: top-dose activity change, negative = cytotoxicity, usual class: inhibitors; also: potency is read from the fitted curve at half-maximal effect; nearly all actives have a fitted effect of over 55% in size
#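 Luminescent ATP readout (CellTiter-Glo, 10 min RT) after 48 or 72 hr compound exposure of NIH 3T3 cells seeded at 400 cells/well in 1536-well format; quantitative HTS.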
# GPT2 inhibitor: inhibitors of human GPT2 alanine aminotransferase. Q8TD30. Recombinant GPT2, coupled pyruvate oxidase/HRP Amplex Red fluorescence. Potency, µM (titrated, usually from 57.7 µM), for inactives: at the highest dose activity change, negative = inhibition, usual class: inhibitors. hit rate 0.25% among 100,000; also: potency is read from the fitted curve at half-maximal effect; nearly all actives have a fitted effect of over 60% in size; many of its hits are not listed in these tables
# Target sequence (Q8TD30 whole entry, looked up): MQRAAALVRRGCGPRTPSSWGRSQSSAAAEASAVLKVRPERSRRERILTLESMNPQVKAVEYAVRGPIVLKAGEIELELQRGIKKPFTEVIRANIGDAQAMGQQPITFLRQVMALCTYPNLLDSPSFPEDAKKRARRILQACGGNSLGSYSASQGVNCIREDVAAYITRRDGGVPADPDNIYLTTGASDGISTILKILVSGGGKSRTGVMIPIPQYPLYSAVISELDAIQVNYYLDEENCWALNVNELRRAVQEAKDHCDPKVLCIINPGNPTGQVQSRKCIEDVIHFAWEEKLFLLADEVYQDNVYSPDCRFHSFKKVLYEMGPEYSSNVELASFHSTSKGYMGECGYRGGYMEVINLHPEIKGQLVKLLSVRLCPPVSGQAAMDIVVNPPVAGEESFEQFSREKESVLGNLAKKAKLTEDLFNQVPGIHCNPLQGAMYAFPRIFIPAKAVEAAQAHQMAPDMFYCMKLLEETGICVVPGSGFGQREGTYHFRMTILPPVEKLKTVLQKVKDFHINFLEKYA
#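 Recombinant GPT2 (10ng/uL) with 250uM a-KG and 2mM L-alanine, 30 min at room temperature, in HEPES pH 7.5 buffer. Pyruvate detected by pyruvate oxidase/HRP/Amplex Red fluorescence after 30 min in the dark; AOA (50uM) as positive control.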
# HEK cytotox: kills HEK 293 cells; HEK 293 viability, ATP luminescence (CellTiter-Glo), 48-72 h; Potency, µM (titrated, usually from 115 µM), for the others: at the top dose activity change, negative = cytotoxicity, usual class: inhibitors; hit rate 6.6% among 94,000; AID 1345083; also: potency is read from the fitted curve at half-maximal effect; nearly all actives have a fitted effect of over 60% in size
#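 Cells seeded first (HEK 293, 250 cells/well), then compound added by pintool. Incubation ran 48 or 72 hr at 37 degree Celsius. CellTiter-Glo was added and luminescence imaged after 10 min at room temperature.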
# SNCA viab count: cell viability loss counter-screen | HEK-293-SNCA-luc viability, GF-AFC fluorescence, 24 h | Potency, µM (titrated, usually from 57.1 µM), inactives show top-dose activity change, negative = cytotoxicity, actives largely listed as cytotoxic | hit rate 0.12% among 150,000 | AID 1671193;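 also: potency is read from the fitted curve at half-maximal effect; 0% = DMSO-treated cells and -100% = medium-only wells without cells; nearly all actives have a fitted effect of over 30% in size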
#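 HEK-293-SNCA-luc cells (1500/well) plated 24 h, then exposed 24 h to a dilution series; GF-AFC added 30 min at 37C, fluorescence 405/540 nm; normalised to medium-only and DMSO wells, Hill fit.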
# * = called active by the depositor; i = inactive; u = inconclusive; x = not tested or not shown; [ ] = another dose, or the depositor's remark. Unless noted, calls follow the shape of the dose curve; as a rule, active = well fitted curve in the direction sought with a large enough effect; inconclusive = small, poorly fitted or top-dose-only effect, or another doubt; inactive = no such curve, though single readings can be large; an effect the other way counts as inactive or inconclusive. Unless noted, % is scaled to controls: 0 for no effect and ±100 for the full control effect. An excerpt, so the mix of outcomes need not match the whole.
nr	Structure	Luciferase inh	SNCA viab count	GPT2 inhibitor	SNCA expr inhib	HEK cytotox	IP6K1 inhibitor	3T3 cytotox
1	O=C(Nc1ccc2oc(-c3cccnc3)nc2c1)c1ccc(-c2cccc(Cl)c2)o1	x	-19%	x	-1%	x	14	x
2	Cc1ccccc1OCC(=O)Nc1ccc2nc(SCc3ccccc3)sc2c1	x	1%	x	-4%	x	-8	x
3	CC(C)(Oc1ccc(C2CC2(Cl)Cl)cc1)C(=O)O (configuration not stated)	x	5%	-25%	19%	x	7	x
4	Fc1ccc(OC2CN(Cc3ccc(C(F)(F)F)cc3)C2)c(F)c1	x	4%	i	8%	-28%	-4	-28%
5	Cc1ccc(NC(=O)c2ccc3c(c2)N(S(C)(=O)=O)CC3)c(C)c1	u	-9%	i	43%[activator]	u	-3	-16%
6	Cc1ccc(OCc2nc(C3CN(C(=O)CCCc4ccccc4)C3)no2)cc1	x	-3%	0%	21%	u	3	u
7	COc1ccc(OCc2nc(C)c(CCO)c(=O)n2CC(=O)Nc2cccc(Cl)c2)cc1	4%	-6%	i	3%	u	-10	-21%
8	CNC(=O)c1cc(C2CC2)nc2onc(C3CCN(C(=O)c4ccccc4F)C3)c12 (configuration not stated)	x	x	x	x	-20%	-6	-24%
9	CN1CC2CN(C(=O)NCc3ccc(F)cc3)CC(C1)O2	10%	4%	i	-17%	12%	-9	-21%
10	Cc1cc(C)cc(NC(=O)C2CCN(C(=O)c3cnn(-c4ccccc4)c3-n3cccc3)CC2)c1	x	-9%	x	-11%	x	-20	x
11	Cc1ccc(C)c(NC(=O)CSc2c(C)cnc3c2c(=O)n(C)c(=O)n3C)c1	x	-12%	x	-1%	x	-4	x
12	O=C(NC1CCCN(c2cc(-c3ccccc3)[nH]n2)C1)c1ccc(F)cc1Cl (configuration not stated)	u	-10%	u	70%[activator]	u	0	u
13	CCn1nc(C)c2c(-c3ccccc3)cc(=O)n(C(C)C(=O)Nc3cccc(F)c3)c21 (configuration not stated)	x	7%	x	13%	x	19	x
14	CN(C)c1ccc(CN[C@H]2C[C@H]3C(=O)NC[C@@H](CCC(=O)N4CCC(O)CC4)N3C2)cc1	-18%	6%	2%	36%[activator]	-5%	13	-15%
15	Cc1cc(Cl)ccc1OCC(=O)N1CCC2(CC1)CC(O)CCO2 (configuration not stated)	-2%	15%	i	u	-25%	0	-9%
16	CC1CCCN(CCCNC(=O)c2ccc3c(c2)N(Cc2ccc(Cl)cc2)C(=O)c2ccccc2S3(=O)=O)C1 (configuration not stated)	x	-26%	x	-1%	x	-4	x
17	O=C(CN1C(=O)NC2(CCOCC2)C1=O)NCc1ccc(Cl)cc1	2%	-3%	i	-3%	2%	17	2%
18	CCOCCc1nnc(NC(=O)C(=O)c2cc(C)n(-c3ccc(C)c(C)c3)c2C)s1	x	-1%	x	13%	x	-1	x
19	COc1ccccc1CNC(=O)CCC[C@H]1NC[C@@H]2C[C@H]1CN(Cc1ccccc1)C2	-25%	-13%	u	8%	-12%	-15	-22%
20	CCOc1ccc(C(=O)Nc2ccc3nc(SCC(=O)N(C)c4ccccc4)sc3c2)cc1	x	-13%	x	4%	x	7	x
21	O=c1n(-c2ccc(C(F)(F)F)cc2)nc2n1CCN([S+](=O)([O-])c1ccccc1)C2	x	9%	i	u	-11%	3	-12%
22	Cc1ccc(NC(=O)Cn2c(=O)n(-c3ccccc3)c(=O)c3ccc(C(=O)NCc4ccc5c(c4)OCO5)cc32)c(C)c1	x	-8%	x	8%	x	2	x
23	CCOc1ccc(CCNC(=O)c2nnc(Cc3ccc(Cl)cc3Cl)o2)cc1OCC	x	3%	x	-6%	x	-3	x
24	O=c1n(-c2ccc(F)cc2F)nc2n1CCN(Cc1ccc(C(F)(F)F)cc1)C2	1%	7%	-15%	-8%	79µM*	1	-22%
25	O=C(C1CCOCC1)N1CCC(N2C(=O)C3(CCCC3)C2c2ccccc2)CC1 (configuration not stated)	x	10%	2%	19%	-5%	-7	-11%
26	Cc1cc2nc3n(c(=O)c2n1CC(=O)Nc1ccccc1Cl)CCCCC3	u	-7%	i	29%	u	4	-13%
27	COc1ccccc1N1CCCc2ncc(C(=O)Nc3cccnc3)cc21	-15%[172 µM]	9%[87.6 µM]	u	-22%[87.6 µM]	100µM*	1	u
28	CCOC(=O)c1c(S(=O)(=O)N2CCCC(C(=O)NCc3cccc(OC)c3)C2)c(C)n(C)c1C (configuration not stated)	x	6%	x	-16%	x	8	x
29	O=C(CCn1ccc2cc(S(=O)(=O)N3CCCC3)ccc21)NCc1ccccc1Br	x	1%	x	-13%	x	2	x
30	Fc1ccc(NCc2cccn2-c2nnc(N3CCOCC3)s2)cc1	x	11%	x	59%[activator]	x	0	x
31	NC(=O)c1n[nH]c2c1CN(CC1(O)CNCCOC1)CC2 (configuration not stated)	2%	1%	-14%	-1%	i	-6	i
32	CN1CCOc2c(C(=O)NCc3cccnc3)cc(-c3ccc(CO)cc3)cc21	-19%[172 µM]	-12%[87.6 µM]	-10%[88.5 µM]	5%[87.6 µM]	u	-11	u
33	COc1cc(CN(C(=O)c2cccc(Cl)c2)c2ccccn2)cc(OC)c1OC	x	1%	x	52%[activator]	x	39	x
34	Cc1cc2ncc(C(=O)N3CCCCC3)cn2n1	x	-15%[87.6 µM]	3%[88.5 µM]	-10%[87.6 µM]	i	14	i
35	COc1cc(Cl)c(C)cc1NC(=O)c1cn(C2CCCC2)c(=O)c2c1c1ccccc1n2C	x	3%	x	-1%	x	16	x
36	COc1ccc(C(=O)NCCC2CCN(C(=O)Nc3cc(F)cc(F)c3)CC2)cc1	6.3µM*	-4%	4%	46%[activator]	u	-8	-30%
37	CCc1ccc2nc(N(Cc3cccnc3)C(=O)Cc3ccccc3)sc2c1	x	8%	x	50%[activator]	x	-15	x
38	COC(=O)C1CCN(CC(O)COc2cccc(CN3CC=C(C)CC3)c2)CC1 (configuration not stated)	-6%	-12%	-8%	-15%	i	2	0%
39	COC(=O)CNC(=O)c1nc2cccnc2n(Cc2ccc(OC)cc2)c1=O	x	7%	-3%	-17%	i	4	i
40	COc1ccc(C(=O)N2CCC3(CC2)OCC(C(=O)NC(C)C)N3C(=O)c2ccc(OC)cc2)cc1 (configuration not stated)	-14%	u	4%	8%	-10%	13	-10%

# Looked up one by one from above, seven records:
nr	Structure	Luciferase inh	SNCA viab count	GPT2 inhibitor	SNCA expr inhib	HEK cytotox	IP6K1 inhibitor	3T3 cytotox
40	COc1ccc(C(=O)N2CCC3(CC2)OCC(C(=O)NC(C)C)N3C(=O)c2ccc(OC)cc2)cc1 (configuration not stated)	-14%	u	4%	8%	-10%	13	-10%
35	COc1cc(Cl)c(C)cc1NC(=O)c1cn(C2CCCC2)c(=O)c2c1c1ccccc1n2C	x	3%	x	-1%	x	16	x
36	COc1ccc(C(=O)NCCC2CCN(C(=O)Nc3cc(F)cc(F)c3)CC2)cc1	6.3µM*	-4%	4%	46%[activator]	u	-8	-30%
31	NC(=O)c1n[nH]c2c1CN(CC1(O)CNCCOC1)CC2 (configuration not stated)	2%	1%	-14%	-1%	i	-6	i
39	COC(=O)CNC(=O)c1nc2cccnc2n(Cc2ccc(OC)cc2)c1=O	x	7%	-3%	-17%	i	4	i
38	COC(=O)C1CCN(CC(O)COc2cccc(CN3CC=C(C)CC3)c2)CC1 (configuration not stated)	-6%	-12%	-8%	-15%	i	2	0%
33	COc1cc(CN(C(=O)c2cccc(Cl)c2)c2ccccn2)cc(OC)c1OC	x	1%	x	52%[activator]	x	39	x

# The listing continues:
nr	Structure	Luciferase inh	SNCA viab count	GPT2 inhibitor	SNCA expr inhib	HEK cytotox	IP6K1 inhibitor	3T3 cytotox
41	CN(C(=O)CSc1nnc(-c2ccc([N+](=O)[O-])cc2)o1)C1CCCCC1	x	5%	x	-9%	x	13	x
42	COCCN1C(=O)CSC12CCN(C(=O)Nc1cccc(Cl)c1Cl)CC2	-6%	12%	i	-7%	-25%	0	-18%
43	COc1ccc(Cn2c(=O)c3oc4ccccc4c3n(Cc3ccc(Cl)cc3)c2=O)cc1	x	13%	x	32%[activator]	x	-8	x
44	CCOC(=O)Cn1c(=O)n(C2CCCCC2)c2nc(-c3cccc(C)c3)nc(C(N)=O)c21	x	18%	x	3%	x	-4	x
45	Cn1nccc1C(=O)N1CC(COc2ccccc2)C2(C1)CN(c1ccccc1)C2 (configuration not stated)	3%[172 µM]	1%[87.6 µM]	-1%[88.5 µM]	-26%[87.6 µM]	u	0	u
46	CCn1cc(C(=O)NCc2ccccc2)c(=O)c2cc(S(=O)(=O)N3CCc4ccccc4C3)ccc21	x	1%	x	2%	x	-9	x
47	CCn1nccc1C(=O)NCCC1CCN(C(=O)Nc2ccccc2)CC1	0%	7%	0%	10%	-21%	-1	-25%
48	CCCOc1ccc(CNC(=O)Cn2cc3c(n2)-c2c(oc(C(=O)N4CCOCC4)c2C)CC3)cc1	x	-20%	x	-13%	x	48	x
49	COc1ccc(CN2CCN(c3cc(N(C)C)ncn3)CC2CCO)c(C)c1C (configuration not stated)	-6%	-2%	i[11.5 µM]	21%	u	-35*	u
50	Cc1ccc(C)c(NC(=O)c2cc(S(=O)(=O)NCCC3=CCCCC3)ccc2F)c1	x	5%	x	u	x	7	x
51	CCOc1ccc(CNC(=O)c2ccc3nc(CC)c(CC)nc3c2)cc1	x	20%	x	56%[activator]	x	9	x
52	O=C(Cc1ccc(-c2ccccc2)cc1)NCCS(=O)(=O)N1CCN(c2cccc(Cl)c2)CC1	x	6%	x	-5%	x	0	x
53	COc1ccc(NC(=O)c2ccc3c(c2)N(C)C2CCCCN2C3=O)cc1 (configuration not stated)	u	5%[12.5 µM]	-19%	52%	u	-10	u
54	CCn1ncc(N2CCC(NC(=O)c3ccc(OC)cc3)CC2)cc1=O	-3%	u	i	-26%	0%	14	-20%
55	COc1cc(F)ccc1-c1ccnc2nc(C3CCCCC3)nn12	-14%	-8%	u	9%	u	-1	u
56	CC[C@@H](C)[C@@H]1OC2(C=C[C@H]1C)C[C@@H]1C[C@H](C/C=C(\C)[C@H](O[C@H]3C[C@H](OC)[C@H](O[C@H]4C[C@H](OC)[C@H](NC(C)=O)[C@H](C)O4)[C@H](C)O3)[C@H](C)/C=C/C=C3\CO[C@H]4[C@H](O)C(C)=C[C@@H](C(=O)O1)[C@@]34O)O2 (some centres not stated)	x	-29%	i	x	x	-10	x
57	CC(=O)Nc1ccc(NC(=O)c2cc(-c3ccncc3)cn2Cc2ccccc2C)cc1	-23%	-18%	3%	30%	u	-10	u
58	COCc1cc(C[C@@H]2CC[C@H](O)[C@@H](CNC3CCCCC3)O2)no1	0%[172 µM]	-2%[87.6 µM]	3%[88.5 µM]	46%[activator][87.6 µM]	0%[172 µM]	-12	i
